SNCA expr inhib = Primary qHTS assay for inhibitors of alpha-synuclein gene (SNCA) expression; HEK-293 SNCA-luciferase knock-in, luminescence, 24 h; Potency, µM (highest dose often 57.2 µM), without a hit: top-dose activity change, negative = inhibition, hits mostly inhibitors; 140,000 compounds, 0.17% hits;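 further: potency means the concentration at half of the fitted maximal effect; plate controls were DMSO cells for no effect and cell-free wells for full effect; nearly all actives have a fitted effect of over 45% in size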
3T3 cytotox = Cytotoxic Profiling in NIH 3T3 Cell Line of Diverse Libraries Using Quantitative High-Throughput Screening; NIH 3T3 viability, CellTiter-Glo ATP luminescence, 48-72 h; 94,000 compounds, 4.3% hits; AID 1345082, 2018; Potency, µM (top dose mostly 96.7 µM), for inactives: at the highest dose activity change, negative = cytotoxicity, hits mostly inhibitors; further: potency means the concentration at half of the fitted maximal effect; nearly all actives have a fitted effect of over 55% in size
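NIH 3T3 cells at 400 cells/well received 23 nL of compound by pintool and were incubated 48 or 72 h at 37 °C. Viability was read as ATP-coupled CellTiter-Glo luminescence.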
GPT2 inhibitor = Primary qHTS assay for inhibitors of Glutamate pyruvate transaminase 2 (GPT2). Recombinant GPT2, coupled pyruvate oxidase/HRP Amplex Red fluorescence. 100,000 compounds, 0.25% hits. Potency, µM (top dose mostly 57.7 µM), without a hit: at the top dose activity change, negative = inhibition, usual class: inhibitors. Alanine aminotransferase 2 (Homo sapiens), Q8TD30. AID 1671188, 2021; further: potency means the concentration at half of the fitted maximal effect; nearly all actives have a fitted effect of over 60% in size; many of its hits are not listed in these tables
Target sequence (Q8TD30 whole entry, looked up): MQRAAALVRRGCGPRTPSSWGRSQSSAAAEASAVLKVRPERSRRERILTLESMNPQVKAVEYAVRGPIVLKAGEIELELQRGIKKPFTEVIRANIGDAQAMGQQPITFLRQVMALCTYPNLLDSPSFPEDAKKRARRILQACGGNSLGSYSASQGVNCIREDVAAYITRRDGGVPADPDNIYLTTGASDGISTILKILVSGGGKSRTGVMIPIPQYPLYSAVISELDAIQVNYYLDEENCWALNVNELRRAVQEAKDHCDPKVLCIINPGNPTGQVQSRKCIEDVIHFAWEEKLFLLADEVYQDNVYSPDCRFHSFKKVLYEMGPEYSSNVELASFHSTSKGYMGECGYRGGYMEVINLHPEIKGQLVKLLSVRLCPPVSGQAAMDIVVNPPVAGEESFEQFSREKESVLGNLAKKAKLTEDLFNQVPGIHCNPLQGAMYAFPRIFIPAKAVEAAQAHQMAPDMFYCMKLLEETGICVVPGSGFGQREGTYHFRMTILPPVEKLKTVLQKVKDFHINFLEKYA
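Inhibition is scored from Amplex Red fluorescence generated when pyruvate oxidase and HRP act on pyruvate released by GPT2. Reactions contain 10ng/uL enzyme, 250uM a-KG and 2mM L-alanine and run 30 min at room temperature.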
IP6K1 inhibitor = Primary qHTS assay for small molecule inhibitors of Inositol hexaphosphate kinase 1 (IP6K1); IP6K1 kinase, ADP-Glo luminescence, 2 h; stronger effect = lower value; activity change, % (series mostly up to about 58 µM); 140,000 compounds, 0.81% hits; in the data active means activity change below about -25%
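ADP-Glo luminescence measures ADP made by human IP6K1 during a 2 h RT reaction with ATP/IP6 (mix at 1.3 mM/130 uM); top library doses 57.5 and 19.1 uM final.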
Luciferase inh = Firefly luciferase inhibition profiling of diverse chemical library using quantitative high-throughput screening. Luciferin 4-monooxygenase (Photinus pyralis), P08659. Potency, µM (series often up to 115 µM), for inactives: top-dose activity change, negative = inhibition, usual class: inhibitors. 76,000 compounds, 2.5% hits. purified P. pyralis luciferase, luminescence, biochemical. AID 1347043, 2019; further: potency means the concentration at half of the fitted maximal effect; nearly all actives have a fitted effect of over 65% in size
Target sequence (P08659 whole entry, looked up): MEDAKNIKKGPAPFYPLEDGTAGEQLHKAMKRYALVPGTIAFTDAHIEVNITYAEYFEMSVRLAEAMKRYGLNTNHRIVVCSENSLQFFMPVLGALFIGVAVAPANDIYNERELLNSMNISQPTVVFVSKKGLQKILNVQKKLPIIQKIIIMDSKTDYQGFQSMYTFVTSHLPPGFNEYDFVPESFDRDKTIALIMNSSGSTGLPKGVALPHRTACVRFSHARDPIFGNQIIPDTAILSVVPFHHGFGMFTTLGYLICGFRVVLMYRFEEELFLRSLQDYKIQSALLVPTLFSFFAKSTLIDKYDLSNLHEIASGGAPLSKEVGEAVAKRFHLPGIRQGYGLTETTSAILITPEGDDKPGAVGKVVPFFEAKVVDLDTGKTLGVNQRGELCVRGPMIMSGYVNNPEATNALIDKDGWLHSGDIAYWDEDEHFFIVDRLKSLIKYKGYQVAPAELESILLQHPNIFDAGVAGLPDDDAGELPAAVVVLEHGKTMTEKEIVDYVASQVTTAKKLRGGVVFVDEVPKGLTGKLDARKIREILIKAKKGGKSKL
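FLuc 10nM, D-luciferin 10uM, ATP 10uM, Mg acetate 10mM, Tris acetate pH 7.5, Tween/BSA; cpd qHTS; enzyme added last; CCD luminescence.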
SNCA viab count = GF-AFC viability counterscreen for inhibitors of alpha-synuclein gene (SNCA) expression; HEK-293-SNCA-luc viability, GF-AFC fluorescence, 24 h; Potency, µM (highest dose often 57.1 µM), for the others: top-dose activity change, negative = cytotoxicity, usual class: cytotoxic; AID 1671193, 2021; 150,000 compounds, 0.12% hits;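 further: potency means the concentration at half of the fitted maximal effect; 0% = DMSO-treated cells and -100% = medium-only wells without cells; nearly all actives have a fitted effect of over 30% in size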
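HEK-293-SNCA-luc cells (1500/well) plated 24 h, then exposed 24 h to a dilution series; GF-AFC added 30 min at 37C, fluorescence 405/540 nm; normalised to medium-only and DMSO wells, Hill fit.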
HEK293 tox = Cytotoxic Profiling in HEK 293 Cell Line of Diverse Libraries Using Quantitative High-Throughput Screening; HEK 293 viability, ATP luminescence (CellTiter-Glo), 48-72 h; Potency, µM (top dose mostly 115 µM), without a hit: at the top dose activity change, negative = cytotoxicity, hits mostly inhibitors; 94,000 compounds, 6.6% hits; AID 1345083, 2018; further: potency means the concentration at half of the fitted maximal effect; nearly all actives have a fitted effect of over 60% in size
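qHTS cytotoxicity; HEK 293, 250 cells/well; compound pinned; 48 or 72 hr, 37 degree Celsius, 5% CO2, 95% humidity; CellTiter-Glo, 10 min RT; luminescence (ATP).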
* = called active by the depositor; i = inactive; ? = inconclusive; nt = no result given; & = joins results of further samples; [ ] = dose if it differs, or a comment. Unless noted, the call rests on the fitted dose curve; in most records, active means well fitted curve in the direction sought with a large enough effect; inconclusive means small, poorly fitted or top-dose-only effect, or another doubt; inactive means no such curve, though single readings can be large; an effect the other way counts as inactive or inconclusive. Unless noted, on the % scale 0 is the no-effect control and ±100 the full control effect.

SMILES	SNCA expr inhib	3T3 cytotox	GPT2 inhibitor	IP6K1 inhibitor	Luciferase inh	SNCA viab count	HEK293 tox
CCC(=O)NC[C@H]1O[C@H](Cc2cc(COc3ccccc3)on2)CC[C@@H]1O	11.3%[87.6 µM]	-20.9%[138 µM]	-11.1%[88.5 µM]	10.0	0.0%[172 µM]	6.2%[87.6 µM]	-10.6%[172 µM]
CCOc1ccc(CN2CCCC(COc3ccccc3C(=O)NC(C)C)C2)cc1 (centres undefined)	-7.7%	?	i	14.1	15.6%	-19.8%	?
Fc1ccc(CN2CCC3(CC2)CC(c2cccc(C(F)(F)F)c2)=NO3)cc1	-12.6%	?	-6.3%	-0.5	11.8%	-2.1%	?
CC(C)c1cccc2c(-c3ccccc3)cc(-c3ccc(-c4ccc(C(=O)O)cc4)[nH]3)nc12	nt	nt	-18.7%	-17.4	nt	-7.8%	nt
CN(C(=O)c1ccc(-c2nnc3ccc(NC(=O)C4CCC4)cn23)cc1)C1CCCCC1	0.1%	-29.3%	-23.5%	8.1	0.0%	-8.5%	?
C=CC/C=C\C/C=C\CCCCCCCc1cccc(O)c1C(=O)O	nt	nt	4.8%[27.3 µM]	-6.9	nt	-22.4%	nt
COc1cccc(C2CC(=O)Nc3c2c(=O)nc2c(C)cccn32)c1OC (centres undefined)	9.9%	nt	nt	6.0	nt	-4.7%	nt
CCN1C(=O)CCN(C(=O)c2cnc(C)cn2)CC12CCOCC2	-12.0%	i	i	-7.3	8.2%	6.6%	0.3%
O=C(c1ccccc1)N1CCC2(CC1)SCC(=O)N2c1ccccc1	-22.6%	-1.3%	2.7%	0.9	-5.7%	11.4%	-7.0%
CC(=O)N1CCN(CC[C@@H]2CC[C@H](O)[C@@H](C(=O)N3CCOCC3)O2)CC1	60.0%[activator][87.6 µM]	-7.8%[138 µM]	i	0.4	-14.3%[172 µM]	2.3%[87.6 µM]	0.9%[172 µM]
COc1cccc(N2C(=O)OCC23CCN(Cc2cccc(F)c2)C3)c1 (centres undefined)	0.3%[87.6 µM]	-20.1%[138 µM]	0.5%[88.5 µM]	7.8	-5.4%[172 µM]	11.5%[87.6 µM]	?
O=C(C1CCCN1C(=O)c1ccccc1)N1CCC(N2CCOCC2=O)CC1 (centres undefined)	1.9%	-13.8%	4.1%	17.7	nt	-6.3%	-14.5%
Cc1ncccc1C(=O)N1CCCCCCNC(=O)[C@@H]2CCCC[C@@H]21	-1.1%	-0.6%	i	-16.1	4.7%	-6.3%	-2.4%
COCc1ncc2c(n1)CCCN(CC(=O)Nc1ccccc1)C2=O	5.0%	-1.6%	i	-1.8	-3.4%	-3.1%	0.4%
CCCC(=O)NC1CCN(c2ccnc3ccnn23)CC1	-26.2%[87.6 µM]	-8.1%[138 µM]	-6.8%[88.5 µM]	-9.7	nt	12.0%[87.6 µM]	i
O=C(Cn1nc2n(c1=O)CCCCC2)NCCC1=CCCCC1	4.5%	i	-6.3%	22.2	8.3%	0.4%	2.9%
COc1ccc(NC(=O)C2CC(=O)N(c3n[nH]c4cccc(F)c34)C2)c(OC)c1 (centres undefined)	0.8%	-2.4%	i	-11.5	4.4%	-0.9%	-12.3%
CCCCCCCCCCCCCCCCCCOC[C@H](COP(=O)([O-])OCC[N+](C)(C)C)OC	?	nt	?	nt	nt	?	nt
CCOc1ccccc1C(=O)NCCc1noc(C2CC2)n1	-26.0%	-8.4%	-8.2%	18.5	4.4%	8.9%	-7.0%
COC(=O)CC1Oc2ccccc2-n2cc(-c3ccc(Cl)cc3)nc21 (centres undefined)	65.9%[activator]	nt	nt	22.1	nt	20.9%	nt
O=C(CCc1cccc(F)c1)N1CCC(C(=O)O)(n2cccn2)CC1	-5.5%	-12.8%	?	15.0	-4.1%	-3.1%	-1.4%
CN(C)CC(=O)N1CCC(N2C(=O)C3(CCCC3)C2c2ccccc2)CC1 (centres undefined)	28.3%	-5.3%	-10.6%	-9.0	4.6%	-1.9%[12.5 µM]	-1.4%
CC(Cn1ccc2ccccc21)NC1CCN(c2ccc(C(=O)N(C)C)cc2)CC1 (centres undefined)	0.3%	-5.4%	i	20.7	-2.7%	6.4%	-19.9%
CC(=O)O[C@@H]1C[C@@]2(C)C(CC[C@]3(C)C2CC=C2C4CC(C)(C)CC[C@]4(C(=O)O)CC[C@]23C)C(C)(C)[C@H]1O (some centres undefined)	nt	nt	-3.1%[27.3 µM]	-6.7	nt	-5.8%[23.9 µM]	nt
CN(C)C(=O)N1CCCN(c2ccc3nnc(-c4ccccc4)n3n2)CC1	nt	?	nt	5.1	nt	nt	-4.4%
Cn1nc(C2CCCC2)cc1NC(=O)C1CCCC1	64.9%[activator][87.6 µM]	-15.7%[138 µM]	-10.7%[88.5 µM]	-5.1	nt	9.8%[87.6 µM]	-6.0%[172 µM]
COCc1nc(C2CCN(C(=O)C3CCC3)C2)no1 (centres undefined)	-22.0%	-0.3%	i	-4.0	0.3%	0.7%	1.7%
COc1cccc(CNC(=O)c2sc3ncccc3c2-n2c(C)ccc2C)c1OC	-19.8%	nt	nt	13.9	nt	-14.7%	nt
CC(C)(C)OCC(O)CN1CCC(=O)N(Cc2ccccc2)Cc2sccc21 (centres undefined)	nt	?	nt	-7.1	nt	nt	?
CC(C(=O)NCCc1noc(-c2cccnc2)n1)c1ccccc1 (centres undefined)	-11.7%	i	i	18.3	2.3%	-1.3%[12.5 µM]	11.7%

4 entries already listed, ordered by molecular weight, highest first.
SMILES	SNCA expr inhib	3T3 cytotox	GPT2 inhibitor	IP6K1 inhibitor	Luciferase inh	SNCA viab count	HEK293 tox
CC(=O)O[C@@H]1C[C@@]2(C)C(CC[C@]3(C)C2CC=C2C4CC(C)(C)CC[C@]4(C(=O)O)CC[C@]23C)C(C)(C)[C@H]1O (some centres undefined)	nt	nt	-3.1%[27.3 µM]	-6.7	nt	-5.8%[23.9 µM]	nt
CC(Cn1ccc2ccccc21)NC1CCN(c2ccc(C(=O)N(C)C)cc2)CC1 (centres undefined)	0.3%	-5.4%	i	20.7	-2.7%	6.4%	-19.9%
CCC(=O)NC[C@H]1O[C@H](Cc2cc(COc3ccccc3)on2)CC[C@@H]1O	11.3%[87.6 µM]	-20.9%[138 µM]	-11.1%[88.5 µM]	10.0	0.0%[172 µM]	6.2%[87.6 µM]	-10.6%[172 µM]
COCc1ncc2c(n1)CCCN(CC(=O)Nc1ccccc1)C2=O	5.0%	-1.6%	i	-1.8	-3.4%	-3.1%	0.4%

(cont.)
SMILES	SNCA expr inhib	3T3 cytotox	GPT2 inhibitor	IP6K1 inhibitor	Luciferase inh	SNCA viab count	HEK293 tox
C=CCOC(=O)N(C)Cc1cn([C@H]2CN[C@H](C(=O)NC)C2)nn1	18.6%	-0.2%	4.6%	-2.1	-0.7%	1.8%	0.0%
Cc1cc(-c2nc3ccncc3[nH]2)c(C)o1	93.6%&70.2%[activator][87.6 µM]	?	?	8.0&-14.4	44.7µM*	-7.5%&-6.1%[87.6 µM]	?
COCCN1CC2(CCC1=O)CCN(C(=O)c1c(C)cccc1C)CC2	-4.1%	i	?	6.6	15.3%	5.3%	-9.5%
CC(C)CN1C(=O)C(C)(C)[S+](=O)([O-])[C@@H]2CN(Cc3ccncc3)C[C@@H]21	-3.0%[87.6 µM]	?	i	11.6	-3.0%[172 µM]	-2.9%[87.6 µM]	i
CCNc1ncc(CN2CCCC(CCc3cccc(C(F)(F)F)c3)C2)cn1 (centres undefined)	0.1%	?	-4.0%	22.1	0.0%	4.6%	?
COc1ccc(-c2cc(N3CCCN(C(=O)Cc4cccc(Cl)c4)CC3)n[nH]2)cc1	-9.8%	?	?	14.2	-12.1%	-28.4%	?
CCOC(=O)CCNC(=O)N1CCC(N2C(=O)C3(CCCCC3)C2c2ccncc2)CC1 (centres undefined)	?	i	i	-0.5	-5.4%	5.7%[12.5 µM]	i
CCCOC1(C(F)(F)F)NC(=O)N(c2ccc(Cl)cc2)C1=O (centres undefined)	3.1%	nt	nt	8.1	nt	-5.3%	nt
CC(C)(C)C(=O)Nc1cccc(-c2cn3cccnc3n2)c1	35.5%[activator]	nt	nt	-0.4	nt	-6.9%	nt
O=C(Nc1ccc(S(=O)(=O)N(Cc2ccccc2)c2ccccc2)cc1)c1ccc(F)cc1	19.5%	nt	nt	-27.7*	nt	2.9%	nt
COCCCNC(=O)N1CCCC(c2nc(-c3cnccn3)no2)CCNC(=O)CC1 (centres undefined)	71.4%[activator]	-8.5%	-16.4%	18.0	-6.7%	5.3%	-1.1%
CCCCN(CCCNC(=O)c1cc(Nc2ccc(OC)c(OC)c2)nc2ccccc12)c1ccccc1	-4.7%	nt	nt	-6.8	nt	8.6%	nt
CCN1CCC2(CC1)Cc1ccccc1CN(C(=O)CCC(=O)O)C2	-19.2%	i	i	2.0	nt	7.8%	4.1%
COCCn1c(=O)c(C(=O)N2CCN(C(=O)c3ccccc3Cl)CC2)nc2cccnc21	20.4%	-12.1%	i	10.4	nt	2.2%	-4.0%
CCCC(O)CN1CCC(=O)N(CC)Cc2cc(F)ccc21 (centres undefined)	nt	-18.0%	nt	14.5	nt	nt	?
O=C(NC1CCCCC1)N[C@H]1[C@H](O)[C@@H](Oc2ccccc2)[C@@H]2OC[C@H]1O2	6.2%[87.6 µM]	-8.9%[174 µM]	?	6.9	-0.5%[172 µM]	4.6%[87.6 µM]	0.0%[172 µM]
O=C(NCC(F)(F)F)C1CCCN1C(=O)c1cccc(-c2ccccn2)c1 (centres undefined)	24.9%	-24.0%	0.7%	-2.6	nt	7.2%	1.4%
CCOc1ccc(CC(=O)NCc2ccc3c(c2)CCN3C(C)=O)cc1OCC	-4.8%	nt	nt	-8.4	nt	2.3%	nt
COc1ccc(Br)cc1CNC(=O)CSc1n[nH]c(-c2ccccc2)n1	?	nt	nt	0.8	nt	?	nt
O=C(O)c1ccc(-c2cc3cccnc3c(-c3ccc4nonc4c3)n2)cc1	?	nt	i	nt	nt	-22.8%	nt
CCOC(=O)c1cc(OC(=O)c2cccc(Cl)c2)n(-c2ccccc2)n1	3.4%	nt	nt	-7.9	nt	-3.6%	nt
Cc1ccc(C)c(C(=O)N2CCC(OC3CCN(C)CC3)CC2)c1	?	-18.9%	4.1%	-2.6	5.7%	-4.3%	-6.3%
Cc1cc(C)cc(NC(=O)C2CCN(C(=O)c3nnn4cc(C)[nH]c(=O)c34)CC2)c1	?	i	i	3.1	-7.7%	0.4%	-0.1%
COc1ccc(NC(=O)CCCn2nc(C)c3sc4ccccc4c3c2=O)cc1	5.6%	nt	nt	26.8	nt	4.4%	nt
O=C1NC2CCc3nc4ccccc4c(=O)n3C2=Nc2ccccc21 (centres undefined)	nt	nt	1.3%[27.3 µM]	1.0	nt	-17.1%	nt

Screening results as filed in PubChem.
